Bioassay records (PubChem BioAssay)
AHR act: activates the human aryl hydrocarbon receptor; AHR-responsive luciferase reporter cells, luminescence; actives 2.5% (n = 320,000); activation, % at 5 µM; P35869; in the data active = activation above about 47%;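 note: 0% = vehicle wells and 100% = reference agonist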
CR mimetic SO: yeast age-related superoxide inhibition as caloric restriction mimetic | S. cerevisiae aged cells, superoxide DHE fluorescence; stronger effect = lower value | superoxide response (% of plate mean), % at 10 µM | actives 0.18% (n = 330,000) | AID 2690;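 active = superoxide response under a set limit, about three screen SD below normal, cut at about 65% in these data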;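 note: yeast aged for seven days with compound at 30 °C before DHE staining; 100% = average MFI of all compound-treated wells on the plate with controls excluded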
proCasp3 act: procaspase-3 (human) activation; P42574; recombinant procaspase-3 D3A, Ac-DEVD-pNA absorbance 405 nm; activation, % at 8.5 µM; actives 0.11% (n = 330,000); AID 463141;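 active = activation above the mean of all tested compounds plus 3 SD, cut at about 21% in these data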;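 note: 0% = DMSO alone and 100% = DMSO wells spiked with extra 5 µM PC-3 D3A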
Target sequence (P42574 whole entry D9A/D28A/D175A): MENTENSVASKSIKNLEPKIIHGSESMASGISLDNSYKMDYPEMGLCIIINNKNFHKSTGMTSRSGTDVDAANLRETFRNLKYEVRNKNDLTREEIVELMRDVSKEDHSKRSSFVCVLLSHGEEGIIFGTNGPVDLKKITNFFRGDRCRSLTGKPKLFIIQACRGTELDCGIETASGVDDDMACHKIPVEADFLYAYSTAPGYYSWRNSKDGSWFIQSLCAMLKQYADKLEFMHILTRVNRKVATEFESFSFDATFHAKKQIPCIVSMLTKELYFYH
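Compound: 8.5 µM single point, 0.8% DMSO / Material: Autoprocessing-dead procaspase-3 D3A mutant enzyme / Timing: 1 h preincubation plus 2 h reaction at 25 °C / Medium: Zinc-free HEPES/NaCl buffer with 0.01% Triton X-100 at pH 7.4 / Technique: 405 nm absorbance of p-nitroaniline, reads at 0 and 120 min / Repeats: one well per compound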
RPL19A TOR yeast: alters RPL19A-GFP fluorescence in TOR pathway yeast screen; percent response vs DMSO, % at 10 µM; S. cerevisiae RPL19A-GFP strain, flow cytometry, 3 h; stronger effect = lower value; actives 0.3% (n = 330,000);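 active = percent response vs DMSO below 50%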;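 note: median channel GFP fluorescence of the barcoded RPL19A-GFP strain; ratio of sample median GFP to plate DMSO average so 100% = DMSO; lower means less RPL19A-GFP as with rapamycin TOR inhibition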
procasp7 counter: counter-screen for procaspase-3 activators: activators of human procaspase-7; activation, % at 8.5 µM; actives 0.093% (n = 330,000); P55210; AID 463210; recombinant procaspase-7, Ac-DEVD-pNA absorbance 405 nm; D23A/D198A/D206A triple mutant, cannot self-cleave; scale: DMSO 0, 5 µM enzyme 100;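 active = percent activation above the screen-wide mean plus 3 SD, cut at about 25% in these data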
Target sequence (P55210 whole entry D23A/D198A/D206A): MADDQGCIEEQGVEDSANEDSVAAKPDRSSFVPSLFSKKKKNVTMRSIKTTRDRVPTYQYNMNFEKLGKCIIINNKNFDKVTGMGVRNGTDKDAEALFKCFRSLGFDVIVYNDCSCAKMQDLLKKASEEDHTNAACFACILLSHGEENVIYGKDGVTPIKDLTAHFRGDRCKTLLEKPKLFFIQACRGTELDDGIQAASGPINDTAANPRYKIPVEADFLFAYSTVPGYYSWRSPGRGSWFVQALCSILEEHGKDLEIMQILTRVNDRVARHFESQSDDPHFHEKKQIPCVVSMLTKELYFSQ
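Detection: p-Nitroaniline absorbance at 405 nm, read at 0 and 120 min; system: Uncleavable procaspase-7 mutant enzyme; evaluation: % activation from two-timepoint absorbance difference, scaled to controls; times: 1 h enzyme–compound preincubation and 2 h substrate reaction, both 25 °C; buffer or medium: Zinc-free HEPES pH 7.4 with 300 mM NaCl, 0.01% Triton X-100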
LAP4 TOR yeast: yeast TOR pathway LAP4-GFP modulation | S. cerevisiae LAP4-GFP multiplex, flow cytometry GFP, 3 h; median GFP as percent of DMSO wells | GFP response vs DMSO, % at 10 µM | actives 0.34% (n = 320,000);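 active = GFP response vs DMSO above a set limit, about the screen mean plus 3 SD, cut at about 150% in these data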
MEP2-GFP yeast: alters MEP2-GFP fluorescence in TOR pathway yeast screen; S. cerevisiae MEP2-GFP strain, flow cytometry GFP, 3 h; 100% = DMSO control level; GFP response vs DMSO, % at 10 µM; actives 0.51% (n = 330,000); AID 2016;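 active = GFP response versus DMSO above a set limit, roughly screen mean plus 3 SD, cut at about 180% in these data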;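 note: median GFP fluorescence of the barcode-gated MEP2-GFP cells per well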
JMJD2C inh: blocks human GASC-1 demethylase activity | Q9H3R0 | GST-JMJD2C(1-420) H3K9me3 demethylation, DELFIA europium | inhibition, % at 2.35 µM | actives 0.069% (n = 330,000);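 active = more than half of a compound's replicate wells show inhibition beyond 50%, single wells judged on their own value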;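 note: signal counts dimethyl H3K9 product captured on neutravidin plate; 0% = median of DMSO wells and 100% = 0.3 times that DMSO median; strong numbers were not always called active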
Target sequence (Q9H3R0 1-420 limits assumed): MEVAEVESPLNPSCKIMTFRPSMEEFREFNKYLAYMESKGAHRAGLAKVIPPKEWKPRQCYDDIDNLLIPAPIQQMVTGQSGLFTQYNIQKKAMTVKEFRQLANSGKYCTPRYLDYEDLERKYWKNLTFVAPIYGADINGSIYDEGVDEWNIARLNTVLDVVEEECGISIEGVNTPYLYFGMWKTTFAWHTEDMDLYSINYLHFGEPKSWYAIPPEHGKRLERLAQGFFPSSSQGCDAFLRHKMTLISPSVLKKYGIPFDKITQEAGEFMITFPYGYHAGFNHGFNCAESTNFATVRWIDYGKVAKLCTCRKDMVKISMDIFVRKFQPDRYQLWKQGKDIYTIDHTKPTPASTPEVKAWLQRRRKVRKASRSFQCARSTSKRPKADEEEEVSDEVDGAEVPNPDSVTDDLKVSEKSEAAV
Active calls of the source: *; i = inactive; . = no result given; + = active, no number; & = joins results of further samples; [ ] = dose if it differs, or a comment.

SMILES	AHR act	CR mimetic SO	proCasp3 act	RPL19A TOR yeast	procasp7 counter	LAP4 TOR yeast	MEP2-GFP yeast	JMJD2C inh
CN(C)S(=O)(=O)c1cc(NC(=O)CSc2cccc[n+]2[O-])ccc1Cl	1	111	-1	99	-8	91	94	-1
O=C(C[C@@H]1C/C=C/CC[C@@H](Cc2ccc(F)cc2)C(=O)OCCNC1=O)N[C@H](CO)Cc1ccccc1	-1	125	5	102	3	91	106	-9
O=C(CSc1cccc[n+]1[O-])Nc1ccc(Cl)cc1F	-1	92	5	92	-1	86	92	3
N#Cc1ccc(N2CCOCC2)c([N+](=O)[O-])c1	0	109	7	93	8	91	85	3
Cc1noc(C)c1C(=O)NCCc1ccccc1	1	103	-3	91	6	86	90	8
Cc1ccc2nc(N/C(N)=N/S(=O)(=O)c3ccc([N+](=O)[O-])cc3)nc(C)c2c1	-13	108	-1	96	2	106	98	-11
O=C(O)c1ccccc1NS(=O)(=O)c1cccc(C(F)(F)F)c1	-1	113	3	102	8	98	100	-21
Cc1ccc(C)c(OCCC(=O)Nc2ccc(S(=O)(=O)N3CCCC3)cc2)c1	-1	90	5	102	3	103	100	.
O=C(CN1C(=O)NC2(CCCC2)C1=O)NCCC1=CCCCC1	-1	104	-1	105	-5	99	102	-6
CCOc1ccc(N2CC(C(=O)Nc3cccc(C)c3C)CC2=O)cc1 (stereo not given)	4	107	-1	100	2	99	102	-5
Cn1c(CNC(=O)OC(C)(C)C)nnc1SCC(=O)N1CCOCC1	-2	104	-2	101	10	104	103	-9
COc1ccc(N2CCN(C(=O)COC(=O)CCS(=O)(=O)c3ccc(C)cc3)CC2)cc1	3	100	-7	95	3	106	99	-10
CC1(C)OC2OC(C(=O)N/N=C/c3cc(Br)ccc3O)C3OC(C)(C)OC3C2O1 (stereo not given)	5	87	14	115	10	104	108	1
COc1ccc(C(=O)O)cc1S(=O)(=O)NC(C)(C)C	1	103	-1	106	6	103	111	0
Cc1ccc(S(=O)(=O)/N=C2/NC(=O)/C(=C\c3ccccc3)S2)cc1	2	110	-2	103	-10	106	94	16
O=C(O)c1ccc(CN(c2ccccn2)S(=O)(=O)c2ccccc2)cc1	1	i	3	97	2	95	99	-15
O=C(NC1CCSc2ccccc21)c1ccc(C(F)(F)F)cc1 (stereo not given)	1	106	2	100	16	99	108	-40
Cc1cc(/C=C(/C#N)C(=O)O)c(C)n1-c1cccc2ccccc12	2	111	-7	102	1	107	102	12
C#CCN1C(=O)C(O)(CC(=O)/C=C/C=C/c2ccccc2)c2ccccc21 (stereo not given)	6	95	2	96	1	114	62	-8
O=[N+]([O-])c1ccccc1S(=O)(=O)Nc1cccc(-c2ccc(N3CCOCC3)nn2)c1	2	100	2	106	1	116	109	-11

Of the compounds above, two have two or more sulfur atoms.
SMILES	AHR act	CR mimetic SO	proCasp3 act	RPL19A TOR yeast	procasp7 counter	LAP4 TOR yeast	MEP2-GFP yeast	JMJD2C inh
CN(C)S(=O)(=O)c1cc(NC(=O)CSc2cccc[n+]2[O-])ccc1Cl	1	111	-1	99	-8	91	94	-1
Cc1ccc(S(=O)(=O)/N=C2/NC(=O)/C(=C\c3ccccc3)S2)cc1	2	110	-2	103	-10	106	94	16

By substructure, the entries above containing a CF3 group
SMILES	AHR act	CR mimetic SO	proCasp3 act	RPL19A TOR yeast	procasp7 counter	LAP4 TOR yeast	MEP2-GFP yeast	JMJD2C inh
O=C(O)c1ccccc1NS(=O)(=O)c1cccc(C(F)(F)F)c1	-1	113	3	102	8	98	100	-21
O=C(NC1CCSc2ccccc21)c1ccc(C(F)(F)F)cc1 (stereo not given)	1	106	2	100	16	99	108	-40

Next part:
SMILES	AHR act	CR mimetic SO	proCasp3 act	RPL19A TOR yeast	procasp7 counter	LAP4 TOR yeast	MEP2-GFP yeast	JMJD2C inh
CC1=NN(C(=O)CCc2ccccc2)C(c2ccccc2)C1 (stereo not given)	0	101	1	105	-2	91	105	-5
COc1ccc(C(C#N)C2(C)OCCO2)cc1OC (stereo not given)	-2	105	-8	96	-8	96	95	-5
O=C(O)c1ccc(N=Nc2c(O)ccc3ncccc23)cc1	2	83	-12	74[may fluoresce violet]	7	69[may fluoresce violet]	+[may fluoresce violet]	10
COc1cccc(NC(=O)Cn2cc3c(n2)CCCCC3)c1	0	104	-2	94	3	99	96	13
Cc1ccc(N=C2NC(=O)/C(=C/C=C/c3ccco3)S2)cc1	11	88	-12	98	-18	103	97	23
Cc1csc(NC(=O)CSc2ccc3nnc(-c4ccncc4)n3n2)n1	92*	96	6	111	2	98	110	-6
CCc1ccc(NC(=O)[C@H](Cc2c[nH]c3ccccc23)NC(=O)[C@@H]2Cc3ccccc3CN2)cc1	7	97	5	97	-10	103	104	-17
CCOC(=O)N1CCN(C(=O)C2CC(=O)N(c3ccc(OC)cc3)C2c2ccc(OC)cc2)CC1 (stereo not given)	1	110	0	101	20	104	103	30
CN1CCN(Cc2nc(-c3cccs3)no2)CC1c1ccccc1 (stereo not given)	0	139	10	105	3	100	102	13
CC(=O)Nc1ccc(S(=O)(=O)N2CCN(c3nnnn3-c3ccccc3)CC2)cc1	-4	101	4	101	6	89	102	2
Cc1nc(C)c(-c2ccc(SCC(=O)Nc3cccc(Cl)c3C)nn2)s1	16	86	-6	99	6	87	104	21
COC(=O)c1ccc(Cl)c(NC(=O)CN2CCN(Cc3ccccc3)CC2)c1	5	90	11	101	10	109	108	-4
Cc1ccc(C2=NOC(C)(c3nnc(-c4ccc(Cl)cc4)o3)C2)cc1 (stereo not given)	2	98	5	96	-1	120	98	-12
Cc1cccc(/C=N/NC(=O)c2ccc(F)cc2)n1	17	108	-1	98	9	97	100	-3
O=C(Cn1nc(C(F)(F)F)c2c1CCC2)NCc1ccc(F)cc1	0	108	14	99	5	97	103	-4
COc1cccc(-c2nnc3n2N=C(c2cccc(Br)c2)CS3)c1	15	102	1	97	0	81	90	-1
COc1cc2cc(Oc3ccc4ccc(=O)oc4c3)c(=O)oc2cc1OC(=O)/C=C/c1ccccc1	-1	101	6	106	5	104	95	8
CCC1Sc2ccc(S(=O)(=O)CCC(=O)Nc3ccc(C(=O)OC)cc3)cc2NC1=O (stereo not given)	3	87	-2	98	8	103	100	-2
Cc1ccsc1/C=C(\CC(=O)O)c1nc2ccccc2o1	42	122	10	99	6	95	96	10
O=C(COc1ccccc1Cl)Nc1cccc(S(=O)(=O)N2CCCC2)c1	2	122	8	100	-6	90	100	-8
OC(CNCCc1ccc(C(F)(F)F)cc1)COC(c1ccccc1)c1ccccc1 (stereo not given)	5	100	-17	102	1	93	105	7
O=C1CC(c2ccccc2)CC2=C1C=Nc1ccccc1N2 (stereo not given)	-3	104	-3	102	-1	110	104	8
CCCCN(S(=O)(=O)c1ccccc1)S(=O)(=O)c1ccccc1	0	99	4	97	2	115	95	2
COC(=O)c1sccc1NC(=O)c1c(C)c(-c2cccc(Cl)c2)nc2ccccc12	13	112	-9	104	8	107	102	-4
COC(=O)c1sccc1NC(=O)CSc1ccccc1NS(=O)(=O)c1ccc(Cl)cc1	8	111	6	101	-8	98	101	7
CC(C)(C)OC(=O)NCCc1nnc(SCc2ccc(Cl)cc2Cl)o1	6	104	-15	106	-9	106	93	-22
Cc1ccc(NC(=O)CN(C)C(=O)C(c2ccccc2)c2ccccc2)cc1	3	99	10	97	4	106	101	2
Cc1nc2sc(C(c3ccco3)N3CC(C)OC(C)C3)c(O)n2n1 (stereo not given)	1	102	-13	105	-7	100	98	-45
Cc1ccc(OCCCN2C(=O)C(=O)c3cccc(C)c32)cc1	3	100	5	105	-2	114	107	4
COc1ccccc1Nc1nnc(SCC(=O)N2CC(=O)Nc3ccccc32)s1	14	100	6	106	-4	103	110	5
COc1cccc(C2C(=O)c3ccccc3C2=O)c1	0	111	-1	95	3	104	100	-2
Cc1c(Cl)c(-c2n[nH]c(=S)n2-c2ccc(F)cc2)nn1C	-2	102	-7	99	3	87	97	36
COc1ccc(NC(=O)CN(C)C(=O)c2cccc(Oc3ccccc3)c2)cc1	1	108	7	99	-7	109	92	13
C=CCn1c(COc2ccccc2)nnc1SCC(=O)N/N=C/c1cc(Cl)ccc1O	0	95	-56	.	-62	80	100	5
Nc1nc(N)nc(-c2cc([N+](=O)[O-])ccc2O)n1	14	82	3	99	12	105	99	12
COc1ccccc1C(=O)NCCC(=O)N1CCN(C(C)=O)CC1	3	99	-5	89	7	94	99	1
CCOC(=O)c1cccc(NC(=O)C2(S(=O)(=O)c3ccc(Cl)cc3)CC2)c1	0	133	-11	102	-7	109	95	-24
Fc1cccc(CCN2C(=S)NC[C@@H]2CC2CCCCC2)c1	-2	112	1	100	0	142	100	-1
Cc1ccc(NC(=O)CSc2nnc(NC(=O)C(C)C)s2)c(C)c1	-1	112	5	99	-6	116	107	4
CSc1ncc2c(n1)-c1cc(C)ccc1SC2	0	100	7	102	-2	86	104	-1
N=C(N)N=Nc1c(O)[nH]c2ccc(Br)cc12	93*	79	8	106	1	95	107	15
CS(=O)(=O)c1ccc2nc(NC(=O)CCS(=O)(=O)c3ccccc3)sc2c1	3	104	-1	103	3	92	103	1
C=CCn1c(-c2cc(-c3ccc(C)cc3)nc3ccccc23)n[nH]c1=S	8	104	-4	96	-14	109	108	-2
Cc1ccc(NC(=O)CC2S/C(=N/c3nccs3)N(C)C2=O)cc1C (stereo not given)	53*	111	-2	102	6	106	98	-5
CCCCn1c(CNC(C)=O)nc2ccccc21	-1	89	-1	93	0	104	106	-5
COc1ccc(NC(=O)C2CCCN2C(=O)NC2CCCCC2)cc1OC (stereo not given)	2	105	2	104	0	99	109	-5
Cc1nc2nc[nH]n2c(=O)c1NC(=O)CC12CC3CC(CC(C3)C1)C2	0&-3	99&91	3&2	103&103	-5&-1	97&104	105&104	6&-1
CCc1ccc(CNC(=O)C2CCCN(c3nnc(C)c4c(C)n(-c5ccccc5)nc34)C2)cc1 (stereo not given)	9	109	6	102	-5	102	108	i
O=C(CN1C2=NCCN2c2ccccc21)c1ccc(Br)s1	94*	87	9	111	-5	97	97	-38
Cc1cccc(-c2noc(CNC(=O)c3ccoc3C)n2)c1	2	98	-3	97	-5	101	98	2
Next section.
SMILES	AHR act	CR mimetic SO	proCasp3 act	RPL19A TOR yeast	procasp7 counter	LAP4 TOR yeast	MEP2-GFP yeast	JMJD2C inh
NC(=NCCc1c[nH]c2ccccc12)NS(=O)(=O)c1ccc2ccccc2c1	19	84	1	98	2	86	96	-12
O=C(CCCn1c(=O)oc2ccccc21)Nc1cccnc1	9	101	-1	98	1	98	97	13
Cn1nnc2cc(C(=O)Nc3cccnc3)ccc21	-1	90	-2	97	12	97	106	46
CC(=O)c1ccc(N2C(=NC(=O)C3CCCCC3)SC3CS(=O)(=O)CC32)cc1 (stereo not given)	2	87	5	100	7	98	102	-7
COc1ccc(NC(=S)NCC(c2ccco2)N2CCCC2)cc1 (stereo not given)	14	92	-5	98	-1	92	99	6
Cc1ccc(S(=O)(=O)NCc2cccnc2)s1	2	94	-6	100	1	96	94	5
CCOc1ccccc1N1CCN(CC(=O)c2c(N)n(C)c(=O)n(C)c2=O)CC1	0	108	-1	104	12	109	106	5
COc1ccc(S(=O)(=O)Nc2ccccc2C(=O)N2CCCCC2)cc1C	-1	105	1	103	-9	89	103	1
Cc1ccc(Nc2nc(-c3ccccc3)cs2)nc1	.	100	.	100	.	100	108	4

Rows are unselected; about 3.8% have a hit in one of these screens.
